# Nrf2 inh: Nrf2 qHTS screen for inhibitors; A549 ARE-Fluc reporter, luciferase luminescence, 18-24 h; Potency, µM (highest dose often 46 µM), inactives show top-dose activity change, negative = inhibition, hits mostly inhibitors; 360,000 tested, 2.1% active; AID 504444, 2011; further: potency means the concentration at half of the fitted maximal effect; on the % scale 0 is the no-effect control and ±100 the full control effect; nearly all actives have a fitted effect of over 60% in size
#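 Concentration-response testing used A549 ARE_Fluc cells at 5000 cells/well. Following an 18-24 h compound incubation, viability was read by fluorescence (Ex 405/Em 525) and luciferase output by luminescence.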
# TGFb SMAD3 inh: qHTS for Inhibitors of TGF-b | HepG2 CAGA-GFP TGF-b/SMAD3 reporter, GFP fluorescence, 18 h; TGF-beta stimulated, 500 pg/mL final | Potency, µM (top dose mostly 46.1 µM), without a hit: top-dose activity, negative = inhibition, actives largely listed as inhibitors | 410,000 tested, 1.2% active; further: potency means the concentration at half of the fitted maximal effect; on the % scale 0 is the no-effect control and ±100 the full control effect; nearly all actives have a fitted effect of over 65% in size
#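 Using HEPG2 CAGA-GFP reporter cells at 1000 cells/well, we pinned test compounds, stimulated with recombinant TGF-beta (500 pg/mL final) and measured total well GFP after 18 h.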
# ATXN viability: Viability Counterscreen for Primary qHTS for Inhibitors of ATXN expression; 400,000 tested, 0.49% active; AID 651635, 2014; Potency, µM (series often up to 56.7 µM), hits mostly cytotoxic; S2 cells (HEK-293 line with an ATXN2-luciferase reporter) viability, CellTiter-Fluor protease fluorescence, 24 h; further: potency means the concentration at half of the fitted maximal effect; nearly all actives have a fitted effect of over 40% in size
# A549 tox: Nrf2 qHTS screen for inhibitors: counterscreen for cytotoxicity. A549 ARE-Fluc cells, CellTiter-Fluor viability, 18-24 h. Potency, µM (series often up to 46 µM), without a hit: top-dose activity change, negative = cytotoxicity, most hits filed as inhibitors. 390,000 tested, 0.16% active. AID 504648, 2011; further: potency means the concentration at half of the fitted maximal effect; on the % scale 0 is the no-effect control and ±100 the full control effect
#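 A549 ARE_Fluc cells in 5% FBS OPTI-MEM were exposed to compounds in concentration-response for 18-24 h at 37 deg C. Viability was read by CellTiter-Fluor fluorescence (Ex 405/Em 525) after 30 min, before the luciferase read.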
# ATXN2 expr inh: Primary qHTS for Inhibitors of ATXN expression; HEK-293 ATXN2-luciferase reporter, luminescence, 24 h; Potency, µM (top dose mostly 57 µM), inactives show at the highest dose activity change, negative = inhibition, most hits filed as inhibitors; 360,000 tested, 0.72% active; AID 1745845, 2022; further: potency means the concentration at half of the fitted maximal effect; on the % scale 0 is the no-effect control and ±100 the full control effect; nearly all actives have a fitted effect of over 55% in size
#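 qHTS (up to 57 uM final) was run with 24 h compound exposure of reporter cells at 37 °C. Each well was multiplexed: SteadyGlo luminescence measured ATXN2-luciferase expression after a fluorogenic Gly-Phe-AFC viability readout (25 uM final).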
# HepG2 tox: qHTS for Inhibitors of TGF-b: Cytotox Counterscreen | HepG2 CAGA-GFP viability, ATP luminescence, 18 h | AID 588856, 2011 | 410,000 tested, 0.76% active | Potency, µM (top dose mostly 46.1 µM), without a hit: top-dose activity change, negative = cytotoxicity, most hits filed as cytotoxic; further: potency means the concentration at half of the fitted maximal effect; some results filed as inactive show a strong effect at the top dose
#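 CellTiter-Glo luminescence gave cytotoxicity after 18 hours at 37 degrees C. The cells were HepG2 CAGA-GFP in 1% FBS DMEM, stimulated with 500 pg/mL TGF-beta after compound addition. %Activity was normalised to no-cell wells (complete cell-killing) and DMSO (no toxicity), and curves were fitted and classified.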
# MCF10A rerep: A quantitative high throughput screen for small molecules that induce DNA re-replication in MCF 10a normal breast cells. 350,000 tested, 2.9% active. Potency, µM (titrated, usually from 46.1 µM), without a hit: at the highest dose activity, positive = re-replication, actives largely listed as activators. MCF 10A DNA re-replication, Hoechst nuclear intensity, 48 h. AID 624296, 2012; further: potency means the concentration at half of the fitted maximal effect; % of control where 0% means no effect; nearly all actives have a fitted effect of over 50% in size
# Nrf2 activator: qHTS of Nrf2 Activators. Potency, µM (doses to about 46.1 µM), for inactives: at the highest dose activation, actives largely listed as activators. AREc32 ARE-luciferase reporter (MCF7-derived line), luminescence, 24 h. 410,000 tested, 0.31% active; further: potency means the concentration at half of the fitted maximal effect; % of control where 0% means no effect; nearly all actives have a fitted effect of over 65% in size
#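 AREc32_Fluc, 1000 cells/well, OPTI-MEM + 5% FBS, o/n 37 deg C 5% CO2; 23 nL cpd by pin tool, 24 hr; Steady-Glo 30 min RT, luminescence.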
# IL-1B inflam inh: qHTS for Inhibitors of Inflammasome Signaling: IL-1-beta AlphaLISA Primary Screen; 360,000 tested, 4.7% active; THP-1 LPS/ATP IL-1B secretion, AlphaLISA, 16 h; stronger effect = lower value; activity change, % at 57.5 µM; in the data active means activity change below about -50%; inconclusive means mostly about -30% to -49%; further: on the % scale 0 is the no-effect control and ±100 the full control effect
#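 Secreted IL-1B measured by AlphaLISA bead assay after 16 h compound exposure of THP-1 cells; compounds (final up to 57.5 uM) added 1 h before LPS (250 ng/mL) and ATP (1.25 mM) stimulation; lower signal means less secretion.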
# Numbers without * were called inactive; i = inactive; ? = inconclusive; nt = no result given; & = joins results of further samples; [ ] = another dose, or the depositor's remark. Unless noted, the call rests on the fitted dose curve; in most records, active means well fitted curve in the direction sought with a large enough effect; inconclusive means small, poorly fitted or top-dose-only effect, or another doubt; inactive means no such curve, though single readings can be large; an effect the other way counts as inactive or inconclusive.
SMILES,Nrf2 inh,TGFb SMAD3 inh,ATXN viability,A549 tox,ATXN2 expr inh,HepG2 tox,MCF10A rerep,Nrf2 activator,IL-1B inflam inh
Cc1cc(C)n(CCC(=O)N2CCN(S(=O)(=O)c3ccc(C)c(C)c3)CC2)n1,3%,18%,i,-12%,11%,8%,1%,0.3%,-16
CC(C)n1c(CNC(=O)c2ccccc2F)nnc1SCC(=O)NC1CCCCC1,2%,0%,i,-3%,0%,9%,-7%,0.4%,16
COc1cccc(/C=N/NC(=O)C(=O)N/N=C/c2cccc(OC)c2O)c1O,-14%,-8%,i,-10%,0%,-19%,3%,1.0%,154
CC(Sc1nnc(-c2ccco2)o1)C(=O)NCCC1=CCCCC1 (stereo not given),3%,?,i,3%,-10%,22%,-6%,-1.1%,3
Cc1cc(C)cc(OCC(=O)N(Cc2ccc(Cl)cc2)CC2CCCO2)c1 (stereo not given),-11%,?,nt,-7%,nt,-33%,nt,6.0%,nt
c1coc(CNc2ncnc3ccccc23)c1,?,-14%&1%,i,-10%,-19%,-20%&-13%,-7%,?,25
CC(c1nccs1)N(C)c1nc2nonc2nc1NC1CC1 (stereo not given),1%,7%,i,12%,nt,-1%,-1%,-0.1%,13
O=C(NCCNC(=O)c1ccccc1F)c1ccco1,-4%,0%,i,6%,4%,-9%,-2%,2.2%,11
COc1ccc(N2CCN(S(=O)(=O)CCNC(=O)Cc3ccc(-c4ccccc4)cc3)CC2)cc1,nt,-26%,nt,10%,nt,-10%,nt,-0.5%,nt
CC(C(=O)Nc1ccc(S(=O)(=O)N2CCCC2)cc1)N1CCCC(C(N)=O)C1 (stereo not given),4%,-19%,i,-4%,10%,7%,0%,0.0%,11
CCc1ccc(-n2nc(CO)c(C(=O)NCc3ccccn3)n2)cc1,?,?,nt,-2%,nt,-18%,nt,5.6%,nt
Cc1csc(C(=O)NN)c1N(C)C,14%,1%,i,-2%,2%,12%,20%,3.6%,-15
CCOc1ccc2nc(NC(=O)c3ccc(S(=O)(=O)N4CCOCC4)cc3)sc2c1,?,?,i,-9%,4%,-7%,-6%,-0.1%,0
CN(c1ccccc1)S(=O)(=O)c1cccc(NC(=O)Cc2c(F)cccc2Cl)c1,?,-28%,i,1%,1%,-14%,14%,-0.7%[9.22 µM],0
COc1ccc(COc2cc(-c3cccc(OC)c3)nc3ccc(NC(=O)c4cccnc4)cc23)cc1,?,-1%,?,-13%,-22%,2%,?,0.6%,18

# Some of the entries so far, as labelled records:
CCOc1ccc2nc(NC(=O)c3ccc(S(=O)(=O)N4CCOCC4)cc3)sc2c1
  Nrf2 inh: ?; TGFb SMAD3 inh: ?; ATXN viability: i; A549 tox: -9%; ATXN2 expr inh: 4%; HepG2 tox: -7%; MCF10A rerep: -6%; Nrf2 activator: -0.1%; IL-1B inflam inh: 0

Cc1cc(C)n(CCC(=O)N2CCN(S(=O)(=O)c3ccc(C)c(C)c3)CC2)n1
  Nrf2 inh: 3%; TGFb SMAD3 inh: 18%; ATXN viability: i; A549 tox: -12%; ATXN2 expr inh: 11%; HepG2 tox: 8%; MCF10A rerep: 1%; Nrf2 activator: 0.3%; IL-1B inflam inh: -16

# (more compounds)
SMILES,Nrf2 inh,TGFb SMAD3 inh,ATXN viability,A549 tox,ATXN2 expr inh,HepG2 tox,MCF10A rerep,Nrf2 activator,IL-1B inflam inh
C[C@@H](NC(=O)c1cc2c([nH]c3ccccc32)c(-c2ccccc2)n1)C(=O)O,-1%,-6%,i,-22%,nt,-19%,-10%,-0.1%,6
Cc1cccc(OCCOCCn2c(-c3ccc(Cl)cc3)nc3ccccc3c2=O)c1C,6%,1%,i,9%,12%,-22%,nt,6.4%,nt
c1ccn2cc(C34CC5CC(CC(C5)C3)C4)nc2c1,?,2%,i,-12%,-4%,-5%,11%,2.1%,6
Cc1ccc(C(=O)NCc2nnc(SCC(=O)Nc3ccccc3)n2C)cc1,21%,-11%,i,7%,6%,-23%,9%,0.0%,0
Clc1ccc(-n2nnnc2SCc2cn3ccccc3n2)cc1,-4%,0%,i,1%,-10%,-11%,?,9.1%,-14
Cc1ccc2[nH]c(=O)c(CN(Cc3ccc4c(c3)OCO4)Cc3nnnn3Cc3ccco3)cc2c1,nt,?,i,-2%,-1%,-3%,9%,4.8%,-59*
COCc1nc2ccccc2n1CCOc1cccc(C)c1,-12%[9.27 µM],0%,i,11%,-1%,6%,nt,3.4%,nt
c1ccc(COc2ccc(Oc3nc(N4CCCCC4)nc(N4CCOCC4)n3)nn2)cc1,-7%,7%,i,-16%,2%,-45%,0%,3.4%,-1
COc1ccc(NC(=O)Nc2nnc(-c3cccs3)s2)cc1,?,5%,i,0%,22%,-2%,0%,18%,28
CCC(Nc1ccc(-c2nc(-c3ccco3)no2)cc1[N+](=O)[O-])c1ccccc1 (stereo not given),1%,-1%,i,-1%,35%[activator],-6%,nt,17%,nt
CCCn1c(N)c(C(=O)CSc2nc(C)cs2)c(=O)n(C)c1=O,?,0%,i,-4%,-11%,-26%,?,4.1%,9
COc1cc(/C=C/c2nc3ccccc3c(=O)[nH]2)ccc1O,nt,7%,i,nt,nt,-4%,nt,0.5%,?
CCOC(=O)c1ccc(NC(=O)CN2C(=O)CC(c3ccc(C)c(C)c3)=Nc3ccccc32)cc1,?,-8%,i,-6%,36%,-28%,nt,5.3%,nt
CC(=O)OC1c2c(ccc3ccc(=O)oc23)OC(C)(C)C1OC(=O)CC(C)C (stereo not given),-18%,?,i,8%,-5%,-28%,4%,0.8%,0
COc1ccccc1CNS(=O)(=O)c1cccs1,13%,3%,i,1%,8%,-9%,-3%,0.0%,14
O=C(NCc1ccccc1)C1CC(=O)N(c2ccc(OCC(=O)N3CCCC3)cc2)C1 (stereo not given),19%,23%,i,3%,1%,1%,0%,-0.3%,1
COc1ccc(C2NC(=O)CS2)cc1 (stereo not given),?,3%,i,16%,1%,8%,1%,0.3%,22
CCOC(=O)CCCCCC(=O)Nc1ccc2c(c1)C(=O)N([C@H](C)CO)C[C@@H](C)[C@H](CN(C)Cc1ccc3c(c1)OCO3)O2,-4%,5%,i,-2%,2%,-8%,?,-0.6%,3
CCN1CCN(CCCN(Cc2ccco2)C(=S)Nc2ccccc2Cl)CC1,-12%,12%,i,1%,-4%,7%,7%,-0.8%,-5
CC1CC2(C)Oc3ccccc3CC2C(C)C1CNCCCN(C)C (stereo not given),30%,?,?,-11%,14µM*,13µM*,7.3µM*,0.3%,?
O=C(CCCOc1ccccc1)Nc1cccc(S(=O)(=O)N2CCCCC2)c1,-24%,?,?,-2%,2%,-27%,13%,-0.7%,-9
O=C(CS(=O)c1ccc(F)cc1)N1CCOCC1 (stereo not given),0%,3%,?,1%,nt,-2%,1%,-0.5%,-6
Cc1nn(-c2ccccc2)c(C)c1NC(=O)COC(=O)Cc1cccc(C(F)(F)F)c1,2%,11%,?,-3%,-1%,10%,nt,0.0%,1
COc1ccc(/C=N/Nc2ccc(C(=O)O)cc2)cc1OC,17%,9%,i,7%,nt,1%,0%,-0.9%,14
CC(=O)NC1CC2CCCC(C1)N2S(=O)(=O)c1ccccc1 (stereo not given),-6%,-1%,i,-7%,7%,-3%,-1%,-0.8%,19
COc1ccc(NC(=O)N2CCC(C(=O)c3ccc4c(c3)OCCO4)CC2)cc1,-3%,1%,i,2%,-10%,-6%,?,0.2%,-14
O=C1C=CC2(O[C@H](c3ccccc3)[C@@H](c3ccccc3)O2)[C@H](Sc2ccccc2O)C1,?,2.8µM*,nt,-30%,4µM*,-103%,?,-3.4%,-117*
CC(C)CCOC(=O)C1[C@H]2C(=O)N(Cc3cccs3)C[C@]23C=C[C@H]1O3 (stereo not given in full),-5%,-3%,i,-6%,4%,-31%,-2%,-0.6%,11
CCN(C(=O)CSc1nc2ccccc2[nH]1)c1ccccc1,?,-3%,i,-5%,11%,3%,nt,2.7%,nt
COc1cc(C(=O)Nc2cccc(S(=O)(=O)N3CCCC3)c2)c([N+](=O)[O-])cc1OC,-1%,0%,i,-2%,-3%,59%,0%,-0.6%,10
COc1cc2ccccc2cc1C(=O)Nc1cccc(-c2nc3cc(C)ccc3o2)c1C,5%,-6%,i,1%,8%,-13%,nt,0.1%,nt
CCC(=O)N1CCc2cc(S(=O)(=O)NC(C(=O)NCCc3ccccc3)C(C)C)ccc21 (stereo not given),2%,0%,i,2%,4%,-15%,nt,0.1%,nt
CCOC(=O)N1CCN(C2CCCN(C(=O)c3ccccc3SC)C2)CC1 (stereo not given),8%,15%,i,1%,21%,-1%,-2%,-0.4%,-4
Cc1csc(SCC(=O)NC2CCCC2)n1,-11%,26%,i,7%,nt,-6%,28%,-0.8%,3
O=C(CSc1n[nH]c(-c2ccc(Br)cc2)n1)N1CCOCC1,-5%,12%,i,1%,-3%,-14%,31%,4.3%,5
COc1ccccc1NC(=O)c1cnc2n(c1=O)CCS2,1%,-8%,i,-3%,3%,0%,2%,0.6%,-2
CCN(CC)C(=O)C1=C(C)N(CCC2=CCCCC2)C(=O)C(CC(=O)NCc2ccco2)C1 (stereo not given),nt,-13%,i,nt,4%,-11%,nt,1.8%,-11
S=C(NCCCN1CCOCC1)Nc1cccc(-c2nnc3n2CCCCC3)c1,6%,-17%,i,13%,nt,3%,-5%,-0.6%,-3
CC(=O)NC(=S)Nc1ccc(NC(=S)NC(=O)/C=C/c2ccco2)cc1,?,16%,?,-5%,-25%,1%,-3%,7.6%,62
CN(C)/C=N/c1cc(=O)[nH]c(=O)n1Cc1ccccc1,-10%,4%,i,-6%,9%,7%,-1%,0.5%,6
